Assay outcomes: PubChem, several laboratories
p97 ATPase inh = inhibitors of human p97 ATPase | recombinant p97 ATPase, Kinase-Glo ATP luminescence, 3 h | inhibition, % at 8 µM | 0.42% of 220,000 active; in the data active means inhibition above about 15%;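 further: 0% = DMSO vehicle and 100% = wells lacking enzyme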
Target sequence (P55072 whole entry, looked up): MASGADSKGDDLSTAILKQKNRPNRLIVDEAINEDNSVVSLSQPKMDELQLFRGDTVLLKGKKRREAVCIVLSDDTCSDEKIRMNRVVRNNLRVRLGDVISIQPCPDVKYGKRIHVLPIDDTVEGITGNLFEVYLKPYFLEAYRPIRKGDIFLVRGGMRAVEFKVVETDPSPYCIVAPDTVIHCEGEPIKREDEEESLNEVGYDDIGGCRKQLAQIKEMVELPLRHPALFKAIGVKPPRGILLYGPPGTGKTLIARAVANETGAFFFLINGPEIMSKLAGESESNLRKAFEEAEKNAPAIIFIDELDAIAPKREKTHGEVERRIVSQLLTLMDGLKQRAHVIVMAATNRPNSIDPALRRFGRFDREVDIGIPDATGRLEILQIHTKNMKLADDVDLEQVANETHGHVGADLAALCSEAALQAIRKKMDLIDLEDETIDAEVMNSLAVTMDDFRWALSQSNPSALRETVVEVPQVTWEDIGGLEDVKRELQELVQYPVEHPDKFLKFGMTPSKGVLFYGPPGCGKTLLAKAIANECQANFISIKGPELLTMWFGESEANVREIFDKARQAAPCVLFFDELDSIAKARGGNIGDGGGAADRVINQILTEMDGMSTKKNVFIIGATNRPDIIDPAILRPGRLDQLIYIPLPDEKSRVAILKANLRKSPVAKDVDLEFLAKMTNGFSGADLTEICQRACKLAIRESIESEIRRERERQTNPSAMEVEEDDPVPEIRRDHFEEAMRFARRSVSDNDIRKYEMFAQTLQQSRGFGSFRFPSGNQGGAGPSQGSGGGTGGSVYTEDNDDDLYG
Hck Nef HTS = human Hck-Nef kinase inhibition; P08631; Recombinant Hck-YEEI plus Nef, Z-Lyte FRET kinase assay; inhibition, % at 20 µM; 0.68% of 220,000 active; AID 463187;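 active means Hck-Nef kinase inhibition above about 50%, limit read from the data; inactive means inhibition below that limit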;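 further: 0% = DMSO with Hck plus Nef and 100% = Hck alone without Nef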
NPY1 pot ag = human NPY-Y1 potentiation or agonism, primary screen | AID 1304 | P25929 | NPY-Y1 expressing cells, potentiator/agonist activation | activation, % at 3.6 µM | 0.37% of 220,000 active; in the data active means activation above about 33%, passing the limit was not always enough;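 further: cells stimulated with NPY at EC10 then isoproterenol at EC100; 0% = low agonist plus stimulus and 100% = saturating agonist plus stimulus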
Runt-SMMHC FRET = inhibitors of human RUNX1 Runt domain binding to CBFb-SMMHC; Q01196+Q13951; Cerulean-Runt/Venus-CBFb-SMMHC FRET ratio 530/480, 1 h; inhibition, % at 20 µM; 0.74% of 220,000 active; AID 1434;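 active means mean inhibition across duplicate retests at 20 µM reaching about 50%, limit read from the data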;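 further: 0% = DMSO wells and 100% = wells with excess untagged CBFb-SMMHC; inhibitors lower the FRET ratio by blocking Runt binding to CBFb-SMMHC; some results filed as inactive read as strong as hits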
Mdm2 ligase inh = Mdm2 E3 ligase (human) inhibition | Q00987 | cell-based MDM2 ubiquitination luciferase reporter, 2 h; 0 = plate control, 100 = twice control, blank-subtracted | signal enhancement, % at 5 µM | 0.11% of 210,000 active;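 active means signal enhancement of 30% or more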;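 further: luminescence tracks abundance of the self-degrading MDM2-luciferase fusion protein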
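system = mammalian cells stably expressing self-ubiquitinating, self-degrading MDM2 E3–luciferase fusion | quantity = 2000 cells per well seeded | incubation = 4 h cell settling then 2 h compound exposure, 37 °C | signal = SteadyLite luminescence, 15 min reagent step | benchmarks = plate control and blank wells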
Runt-CBFb FRET = inhibitors of human RUNX1 Runt domain binding to CBFb; Q01196+Q13951; Cerulean-Runt/Venus-CBFb FRET ratio 530/480, 1 h; inhibition, % at 20 µM; 0.46% of 220,000 active;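 active means inhibition over about 50% at 20 µM in the single-dose screen, limit read from the data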;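 further: 0% = DMSO wells and 100% = excess unlabeled CBFb competitor control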
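Reagent – Venus-CBFb binding partner, 100 nM · Assay system – Cerulean-tagged RUNX1 Runt domain (FRET donor) fusion protein · Input – 100 nM per protein · Incubation – two 1 h room-temperature incubations shielded from light · Measured by – FRET fluorescence · Medium – Tris buffer pH 7.5 with salts and BSA · Benchmarks – unlabeled CBFb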
NPY-Y1 antag = NPY-Y1 (human) receptor antagonism | inhibition, % at 3.6 µM | 1% of 200,000 active | P25929 | HEK293-CNG Y1 cells, membrane potential fluorescence; NPY at EC95, then isoproterenol;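 active means inhibition above the campaign mean inhibition of all tested compounds plus 3 SD, cut at about 20% in these data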;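 further: 0% = DMSO wells given NPY plus isoproterenol and 100% = isoproterenol alone without NPY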
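Test system: HEK293 cells co-expressing NPY Y1 receptor and cyclic-nucleotide gated channel; Also added: NPY (25 nM), isoproterenol (1 µM), Ro 20-1724 (25 µM); Compound dosing: one concentration, 3.6 µM, in 0.4% DMSO; Timing: dye 3 h, compound 60 min room temperature, stimulation 45 min; Technique: Membrane-potential fluorescent dye readout.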
RBBP9 inh = blocks human serine hydrolase RBBP9; O75884; recombinant RBBP9, FP-Rh probe fluorescence polarization; inhibition, % at 7.94 µM; 0.2% of 220,000 active;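 active means inhibition above the campaign mean of all tested compounds plus 3 SD, cut at about 14% in these data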;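 further: plate controls were DMSO wells with RBBP9 for no effect and wells lacking RBBP9 protein for full effect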
Target sequence (O75884 whole entry, looked up): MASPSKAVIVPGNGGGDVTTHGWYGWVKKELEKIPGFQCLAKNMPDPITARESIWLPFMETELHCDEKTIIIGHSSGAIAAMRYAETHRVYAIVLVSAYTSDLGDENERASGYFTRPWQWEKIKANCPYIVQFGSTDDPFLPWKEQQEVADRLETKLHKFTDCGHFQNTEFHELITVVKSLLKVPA
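System: RBBP9 protein / Buffer or medium: Tris/NaCl buffer pH 8.0 with 0.1% Pluronic / Probe or stimulus: Serine-hydrolase probe FP-Rh, 375 nM pre-mixing / Dosing: 7.94 µM single dose, 0.794% DMSO / Times: enzyme-compound preincubation 30 min, then probe labeling 45 min, 25 °C / Technique: fluorescence polarization (mP), excitation 525 nm, emission 598 nm / Replication: singlicate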
NPY2 pot ag = human NPY-Y2 potentiation or agonism, primary screen; 0.45% of 220,000 active; cells expressing NPY-Y2, potentiator/agonist read-out; P49146; activation, % at 3.6 µM; in the data active means activation above about 27%;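 further: cells stimulated with NPY near EC25 plus isoproterenol at EC100; 0% = vehicle plus submaximal agonist and 100% = vehicle plus saturating agonist; some results beyond the cut were filed as inactive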
Starred values were filed as active, the others as inactive; · = no result given. Outcome played no part in choosing rows; overall some 3.5% were active at least once.

SMILES | p97 ATPase inh | Hck Nef HTS | NPY1 pot ag | Runt-SMMHC FRET | Mdm2 ligase inh | Runt-CBFb FRET | NPY-Y1 antag | RBBP9 inh | NPY2 pot ag
CC(C)(C)NC(=O)C(c1ccc(F)cc1)N(CCc1ccccc1)C(=O)c1ccn[nH]1 (stereo unspecified) | -5 | 12 | 5 | · | -6 | · | 1 | -5 | -5
O=S(=O)(NC1CC2CCC1C2)c1ccc(Br)s1 (stereo unspecified) | -5 | 5 | 2 | -2 | -3 | -2 | 2 | -11 | 13
Cc1ccc(Nc2nc3nonc3[nH]c2=O)cc1 | 6 | 3 | -4 | -1 | -23 | -1 | 2 | 0 | 2
COc1ccc(N2C(=O)CC(SCCc3nc4ccccc4[nH]3)C2=O)cc1 (stereo unspecified) | 0 | 2 | -1 | 4 | 0 | 1 | 4 | -2 | 4
O=C(Cc1ccccc1)NN1C(=O)/C(=C/c2ccc(C(=O)O)cc2)SC1=S | 8 | -10 | 20 | -2 | -1 | 4 | · | -8 | -9
C/C(=N\Nc1nc2ccccc2s1)c1cccs1 | 0 | 4 | 21 | 2 | -27 | -3 | 2 | -4 | 12
C=CCC(=O)N1CCCC(CCC(=O)NCc2ccccc2F)C1 (stereo unspecified) | 4 | 15 | 12 | 2 | -5 | 0 | 5 | -2 | 0
CC(=O)/C(N=Nc1nc2c([nH]1)c(=O)n(C)c(=O)n2C)=C(\C)O | -2 | 0 | -19 | -1 | 1 | -7 | · | -3 | 2
c1ccc(-n2ncc3c(N4CCCCC4)ncnc32)cc1 | -1 | 2 | -1 | -3 | -72 | 4 | -1 | 3 | 3
Cc1ccc(-n2ncc3c(=O)n(CC(=O)N4CCCc5ccccc54)cnc32)cc1C | -1 | 0 | 10 | -1 | · | 2 | -4 | -2 | 7
O=C(Nc1ccc2c(c1)OCO2)c1cc2ncc(Br)cn2n1 | -4 | 10 | -8 | -4 | 6 | -2 | 5 | -3 | -27
CSc1ccccc1N1CCN(C(=O)Nc2ccc3c(c2)NC(=O)CO3)CC1 | -3 | 0 | -7 | -2 | -11 | 0 | 14 | -4 | -4
O=C(CN1CC(c2ccccc2)CC1=O)N/N=C/c1cc(Br)ccc1O (stereo unspecified) | -7 | 0 | 8 | 3 | · | 5 | 3 | -5 | 16
CC(C)Sc1nc2ncnc(N)c2[nH]1 | 1 | 26 | -15 | 1 | -39 | 2 | 2 | 3 | -18
CCn1c(-c2ccc(N)cc2)nc2ccccc21 | -1 | 0 | -11 | 0 | -12 | 1 | -3 | -8 | -9
CCOc1ccc(-c2cc(CCCC(=O)Nc3cccc(OC)c3)no2)cc1 | -4 | -3 | -12 | -2 | -12 | -2 | 21* | -5 | -13
COc1ccc(CC(=O)Nc2ccccc2NC(=O)c2ccco2)cc1OC | 3 | 0 | -18 | 0 | -3 | -2 | 1 | -6 | -15
CC(Sc1nc(N)cc(=O)[nH]1)C(=O)Nc1cccc(Cl)c1 (stereo unspecified) | 6 | 7 | -3 | -3 | -4 | -2 | 6 | -11 | -4
Cc1cc(C(=O)NN)n[nH]1 | 3 | 18 | -11 | 3 | -3 | 0 | · | -10 | 2
Cc1ccc(S(=O)(=O)NN2C(=O)c3ccccc3NC2c2ccccc2O)cc1 (stereo unspecified) | 3 | 15 | 16 | 3 | -6 | 0 | 3 | -7 | -3
CCc1ccc(S(=O)(=O)N2CC(=O)Nc3ccccc32)cc1 | 0 | 1 | -3 | 1 | -18 | 1 | 8 | 2 | 8
O=C(c1ccncc1)c1ccc(N2CCN(C3CC(=O)N(Cc4cccs4)C3=O)CC2)cc1 (stereo unspecified) | 4 | 20 | 21 | -1 | -10 | 0 | 3 | 0 | 10
CCN(Cc1ccncc1)C(=O)c1cccc(S(=O)(=O)N2CCOCC2)c1 | 1 | 0 | -10 | 0 | -6 | -1 | 0 | -5 | 2
COc1ccc(OC)c(C(=O)CSc2nnc(-c3cccnc3)n2C)c1 | 2 | -1 | -2 | 0 | -11 | 0 | -5 | -9 | 6
CCOc1ccc(C(=O)NCC(=O)OCc2cc(C(C)=O)ccc2OC)cc1 | 1 | 2 | -26 | -4 | -15 | 0 | 2 | -2 | -7
Further entries follow.
SMILES | p97 ATPase inh | Hck Nef HTS | NPY1 pot ag | Runt-SMMHC FRET | Mdm2 ligase inh | Runt-CBFb FRET | NPY-Y1 antag | RBBP9 inh | NPY2 pot ag
CC(CCc1ccccc1)NC(=O)c1ccc(C(=O)NC(C)CCc2ccccc2)cc1 (stereo unspecified) | -5 | -20 | -17 | 1 | -35 | 1 | -3 | -7 | -23
CC1CC(c2ccccc2)n2nc(NC(=O)c3ccco3)nc2N1 (stereo unspecified) | -1 | 3 | 2 | 0 | -20 | 2 | -1 | -5 | 14
CC1=C(CO)C(=O)OC([C@@H](C)C2CC[C@H]3C4C[C@H]5O[C@]56[C@@H](O)C=CC(=O)[C@]6(C)C4CC[C@]23C)C1 (stereo partly specified) | · | 34 | · | 1 | -10 | 0 | · | · | ·
CCCCCOC(=O)Cc1c(C)nc(-c2ccccc2)[nH]c1=O | 0 | 0 | 3 | 0 | -16 | -1 | 10 | 2 | 7
CS(=O)(=O)c1ccc2c(c1)sc1nc(=O)c(/C=C3/C=CC(=O)C(O)=C3)c(N)n12 | 6 | -78 | 4 | -203 | -15 | -54 | · | -4 | -14
Cc1ccc(C(C)C)c(OCc2nnc(SCC(=O)Nc3ncc(C)s3)n2C)c1 | 2 | 10 | 0 | -4 | -17 | -4 | 0 | -8 | 10
COc1cccc(-n2c(C)nn(C)c2=O)c1 | 4 | 0 | -17 | 0 | -4 | -1 | 6 | -4 | -6
COc1ccc(/C=N\NC(=O)CC(=O)Nc2cccc(Cl)c2)cc1OC | 0 | 26 | -2 | -5 | 0 | -1 | 2 | -6 | -5
CCC(=O)c1ccc(OC)c(OC)c1O | 7 | 25 | 16 | 3 | · | -1 | · | -7 | 1
COCCNC(=O)c1cc2c(=O)n(C)c3ccccc3c2n1C | 0 | 2 | 7 | 2 | -4 | 2 | 5 | 1 | 4
O=C(CCCc1ccccc1)Nc1ccccn1 | 0 | 21 | 14 | 3 | 1 | 2 | 6 | 6 | 8
Cc1cc(C)nc(NCC(O)COc2ccccc2C)n1 (stereo unspecified) | 5 | 2 | 7 | -3 | -16 | -1 | -7 | -3 | 5
COC(=O)c1ccc(S(=O)(=O)c2ccccc2)c(N)c1 | -1 | -7 | -3 | 9 | 6 | 6 | 3 | -2 | -2
Cc1cc(C(=O)OCC(=O)N2c3ccccc3CC2C)c(C)o1 (stereo unspecified) | -3 | 0 | -17 | 1 | -6 | -1 | -8 | -8 | 6
COc1ccc(Cc2noc(CN(C)CC(O)c3ccccc3)n2)cc1OC (stereo unspecified) | 2 | 22 | -3 | -3 | 2 | -1 | -3 | -4 | 7
O=[N+]([O-])c1ccc(Sc2nccn2Cc2ccccc2)cc1 | 0 | 2 | -33 | -2 | -8 | -4 | 5 | -8 | -3
S=c1[nH]nc(-c2ccco2)n1/N=C/c1ccccc1Cl | 6 | 0 | -2 | 15 | -13 | 15 | -1 | -8 | 13
Cc1ncc(/C=C2\C(=O)Nc3ccccc32)[nH]1 | -1 | 18 | 3 | -10 | -9 | -2 | · | -3 | -5
COc1ccccc1C(=O)OCC(=O)Nc1ccc(OC(F)F)cc1 | -6 | -1 | -16 | 1 | 5 | 0 | 12 | -1 | -33
CCCCCC1CC(=O)N(Cc2ccc(Cl)cc2)C(=O)N1 (stereo unspecified) | -2 | 1 | -7 | 1 | -23 | -1 | 2 | -3 | 8
CCCCN(CC)CCNC(=O)CN1C(=O)COc2ccc(S(=O)(=O)N3CCCC3)cc21 | 6 | 0 | 20 | -9 | -16 | -3 | 0 | -6 | 8
CS(=O)(=O)c1ccccc1-c1nc(-c2cc(C(F)(F)F)cc(C(F)(F)F)c2)no1 | 3 | 1 | -1 | -2 | -15 | · | -1 | -1 | -12
O=C(O)CSc1nnc(-c2ccncc2)n1Cc1ccccc1 | 2 | 8 | 8 | -1 | -4 | 1 | 0 | -3 | -12
CC(C)C(=O)Nc1ccc2c3c(cccc13)CC2 | 4 | 1 | -2 | 4 | -18 | 2 | 1 | -3 | 8

Entries above that have a furan ring, fused or not, in the order listed:
SMILES | p97 ATPase inh | Hck Nef HTS | NPY1 pot ag | Runt-SMMHC FRET | Mdm2 ligase inh | Runt-CBFb FRET | NPY-Y1 antag | RBBP9 inh | NPY2 pot ag
COc1ccc(CC(=O)Nc2ccccc2NC(=O)c2ccco2)cc1OC | 3 | 0 | -18 | 0 | -3 | -2 | 1 | -6 | -15
CC1CC(c2ccccc2)n2nc(NC(=O)c3ccco3)nc2N1 (stereo unspecified) | -1 | 3 | 2 | 0 | -20 | 2 | -1 | -5 | 14
Cc1cc(C(=O)OCC(=O)N2c3ccccc3CC2C)c(C)o1 (stereo unspecified) | -3 | 0 | -17 | 1 | -6 | -1 | -8 | -8 | 6
S=c1[nH]nc(-c2ccco2)n1/N=C/c1ccccc1Cl | 6 | 0 | -2 | 15 | -13 | 15 | -1 | -8 | 13

Arranged by molar mass (high to low): part of the list above.
SMILES | p97 ATPase inh | Hck Nef HTS | NPY1 pot ag | Runt-SMMHC FRET | Mdm2 ligase inh | Runt-CBFb FRET | NPY-Y1 antag | RBBP9 inh | NPY2 pot ag
COc1ccc(Cc2noc(CN(C)CC(O)c3ccccc3)n2)cc1OC (stereo unspecified) | 2 | 22 | -3 | -3 | 2 | -1 | -3 | -4 | 7
O=S(=O)(NC1CC2CCC1C2)c1ccc(Br)s1 (stereo unspecified) | -5 | 5 | 2 | -2 | -3 | -2 | 2 | -11 | 13
CC(C)C(=O)Nc1ccc2c3c(cccc13)CC2 | 4 | 1 | -2 | 4 | -18 | 2 | 1 | -3 | 8

2 records picked at random from those above:
SMILES | p97 ATPase inh | Hck Nef HTS | NPY1 pot ag | Runt-SMMHC FRET | Mdm2 ligase inh | Runt-CBFb FRET | NPY-Y1 antag | RBBP9 inh | NPY2 pot ag
Cc1ccc(-n2ncc3c(=O)n(CC(=O)N4CCCc5ccccc54)cnc32)cc1C | -1 | 0 | 10 | -1 | · | 2 | -4 | -2 | 7
c1ccc(-n2ncc3c(N4CCCCC4)ncnc32)cc1 | -1 | 2 | -1 | -3 | -72 | 4 | -1 | 3 | 3
